Source: PubChem BioAssay (several laboratories)
Cdc42 wt – modulators (inhibitors or activators) of GTP binding to human Cdc42 wildtype; 0.2% of 190,000 active; P60953; GST-Cdc42 beads, Bodipy-GTP binding, flow cytometry; actives lie on both sides; percent activity (GTP binding), % at 10 µM; AID 761;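 active = percent activity GTP binding at least 20 points away from the 100% baseline, either down as inhibitor or up as activator; inconclusive = compound flagged as likely green fluorescent from well-wide comparison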;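 note: median bead fluorescence of bound Bodipy-FL-GTP at 100 nM; 0% = excess unlabeled GTP control and 100% = no compound control; below 100% means less GTP binding so inhibitor and above means activator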
Target sequence (P60953 whole entry, looked up): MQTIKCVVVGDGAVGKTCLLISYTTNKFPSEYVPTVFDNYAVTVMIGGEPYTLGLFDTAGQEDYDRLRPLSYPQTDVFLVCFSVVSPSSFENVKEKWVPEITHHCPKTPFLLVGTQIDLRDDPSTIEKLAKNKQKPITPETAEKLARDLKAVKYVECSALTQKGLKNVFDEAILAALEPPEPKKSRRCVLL
HRas wt GTP bind – modulators of GTP binding to human HRas wildtype | 0.14% of 190,000 active | P01112 | GTP binding activity, % at 10 µM | GST-Ras wt beads, Bodipy-FL-GTP binding, flow cytometry; actives lie on both sides;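 active = GTP binding activity at least 20% away from the 100% baseline, either lowered as inhibitor or raised as activator; inconclusive = flagged as likely green fluorescent, judged across all proteins in the well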;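 note: 0% = unlabeled GTP competition control and 100% = no-compound control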
Target sequence (P01112 whole entry, looked up): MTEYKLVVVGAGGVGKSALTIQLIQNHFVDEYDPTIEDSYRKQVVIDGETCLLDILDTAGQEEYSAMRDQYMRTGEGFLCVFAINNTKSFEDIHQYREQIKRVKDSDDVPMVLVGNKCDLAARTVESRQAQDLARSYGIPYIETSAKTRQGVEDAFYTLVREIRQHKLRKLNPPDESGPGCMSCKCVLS
Rab7 wt modul – modulators of GTP binding to dog Rab7 wildtype GTPase; GTP binding activity (percent of control), % at 10 µM; GST-Rab7 beads, fluorescent GTP binding, flow cytometry; actives lie on both sides; untreated = 100%, excess cold GTP = 0%; 0.055% of 190,000 active;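 active = fluorescent GTP binding to Rab7 beads changed by at least 20 points from the 100% baseline, either direction, mostly lower; inconclusive = compound itself probably fluorescent, or too few beads counted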;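 note: median green fluorescence of bound Bodipy-FL-GTP per Rab7 bead population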
Mcl1-Noxa inh – Mcl-1/Noxa interaction inhibition. TR-FRET Mcl-1/Noxa peptide binding, 2 h. inhibition, % at 21.7 µM. 1.5% of 220,000 active. AID 1022;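 active = compounds that cut the protein-peptide binding signal by more than 50% relative to plate controls in a single-dose test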;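 note: His-tagged Mcl-1 with rhodamine Noxa BH3 peptide and terbium anti-His antibody; 0% = Mcl-1 plus Noxa peptide wells and 100% = peptide-only wells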
Target sequence (Q07820 whole entry, looked up): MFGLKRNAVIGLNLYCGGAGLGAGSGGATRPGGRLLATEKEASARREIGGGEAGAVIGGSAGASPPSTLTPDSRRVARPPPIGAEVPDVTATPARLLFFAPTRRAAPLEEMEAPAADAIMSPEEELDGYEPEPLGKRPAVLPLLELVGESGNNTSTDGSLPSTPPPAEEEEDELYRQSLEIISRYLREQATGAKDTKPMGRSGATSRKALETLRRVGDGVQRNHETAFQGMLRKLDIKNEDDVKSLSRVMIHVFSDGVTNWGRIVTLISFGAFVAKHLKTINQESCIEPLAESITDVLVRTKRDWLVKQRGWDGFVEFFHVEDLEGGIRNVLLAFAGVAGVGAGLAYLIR
Rac1 act GTP bind – alters GTP binding to activated mutant human Rac1; GST-Rac1 activated beads, fluorescent GTP binding, flow cytometry; actives lie on both sides; 100% means binding = to untreated wells; AID 764; 0.11% of 190,000 active; percent activity (GTP binding), % at 10 µM;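 active = GTP binding at least 20 percentage points away from the 100% baseline, in either direction, so actives lie on both sides; inconclusive = Compound likely fluorescent itself, or too few beads counted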
Pf gamet viab – kills late stage P. falciparum gametocytes. P. falciparum stage V gametocytes, ATP luminescence, 24 h. inhibition, % at 10.9 µM. 0.065% of 150,000 active;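 active = inhibition above the mean plus 3 SD of compounds within the control limits, set per campaign, cut at about 38% in these data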;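 note: 0% = DMSO wells and 100% = medium only without gametocytes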
Rab2A wt mod – changes GTP binding to wildtype dog Rab2A, up or down; P61105; GST-Rab2 wt beads, Bodipy-GTP binding, flow cytometry; GTP binding activity, % at 10 µM; 0.19% of 190,000 active; AID 760;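 active = GTP binding activity at least 20 points away from 100%, either lowered or raised; inconclusive = signal likely due to the compound's own green fluorescence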;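 note: 0% = beads with excess unlabeled GTP and 100% = no-compound control corrected for plate trend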
Rac1 wt modul – human Rac1 wildtype GTP binding, inhibitors and activators; P63000; GST-Rac1 beads, fluorescent GTP binding, flow cytometry; actives lie on both sides; 0 = cold GTP competed, 100 = untreated; GTP binding activity (% of control), % at 10 µM; 0.27% of 190,000 active; AID 757;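 active = GTP binding activity at least 20 points away from the 100% control level, either lower or higher; inconclusive = compound flagged as likely green fluorescent, judged across all proteins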
Mcl1 Bid PPI – disrupts binding of human Mcl-1 to Bid peptide; TR-FRET Mcl-1/Bid-Dy647 peptide binding, 1536-well; 0.97% of 220,000 active; AID 1021; Q07820; inhibition, % at 21.7 µM;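 active = compounds that cut the binding signal by more than half at the single screening dose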;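 note: His-tagged Mcl-1 with europium anti-His antibody binding Bid BH3 peptide; 0% = Mcl-1 plus peptide wells and 100% = peptide-only wells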
GSH bead fluor – compound fluoresces at 488/530 nm on GSH beads | 0.25% of 190,000 active | AID 1776 | GSH beads flow cytometry, compound fluorescence 488/530 nm; stronger effect = higher value | fluorescence (KMESF) at 10 µM; in the data active = fluorescence above about 89;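 note: glutathione beads carrying GST-tagged Bcl family fusion proteins plus one bare bead set; values are compound well signal with DMSO vehicle wells as background; inactives centre near 16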
Avidin bead fluor – compound fluoresces at 488/530 nm on avidin beads | compound fluorescence 488/530 nm, flow cytometry; stronger effect = higher value | fluorescence (KMESF) at 10 µM | 0.38% of 220,000 active; in the data active = fluorescence above about 47; note: inactives centre near 10
The depositor's hits bear a star; u = inconclusive; x = not tested or not shown.

A first look (2 entries):
SMILES	Cdc42 wt	HRas wt GTP bind	Rab7 wt modul	Mcl1-Noxa inh	Rac1 act GTP bind	Pf gamet viab	Rab2A wt mod	Rac1 wt modul	Mcl1 Bid PPI	GSH bead fluor	Avidin bead fluor
CC1CCc2nn(CC(=O)N3CCN(C(=O)c4ccco4)CC3)cc2C1 (stereo not given)	106	100	99	13	100	x	103	110	-14	14	21
O=C(c1c(O)c2ccccc2oc1=O)C1CCC1	100	102	94	14	99	x	101	98	20	23	12

All compounds of this part, from the first entry:
SMILES	Cdc42 wt	HRas wt GTP bind	Rab7 wt modul	Mcl1-Noxa inh	Rac1 act GTP bind	Pf gamet viab	Rab2A wt mod	Rac1 wt modul	Mcl1 Bid PPI	GSH bead fluor	Avidin bead fluor
CC1CCc2nn(CC(=O)N3CCN(C(=O)c4ccco4)CC3)cc2C1 (stereo not given)	106	100	99	13	100	x	103	110	-14	14	21
O=C(c1c(O)c2ccccc2oc1=O)C1CCC1	100	102	94	14	99	x	101	98	20	23	12
O=C(CSc1nnc(CNC(=O)C23CC4CC(CC(C4)C2)C3)n1-c1ccccc1)Nc1ccc(F)cc1	103	98	98	-16	96	x	97	104	13	11	10
FC(F)(F)c1cc(-c2cccs2)n[nH]1	104	102	100	20	102	x	103	111	-4	11	9
CN1C(N)=NC(=O)/C1=C/c1ccc(OC(F)(F)F)cc1	96	99	108	0	96	-8	97	99	-29	10	12
COc1ccccc1OCCCn1cc(C#N)c2ccccc21	102	103	101	-2	102	-12	103	100	1	21	10
Cc1nc2cccc(C(=O)Oc3ccc([N+](=O)[O-])cc3)c2o1	85	90	94	-2	91	-2	87	90	-24	6	10
O=C(O)CCCNC(=O)c1cccc(C(=O)NCCCC(=O)O)n1	98	97	97	14	97	-9	98	103	5	9	6
CN(C(=O)COC(=O)c1cc(S(=O)(=O)N2CCOCC2)c(Cl)cc1Cl)C1CCS(=O)(=O)C1 (stereo not given)	96	96	96	6	94	2	96	97	-24	15	8
Cn1c(=O)c2c(nc(-n3ccnc3)n2Cc2ccccc2)n(C)c1=O	105	101	97	1	102	12	103	108	6	10	34
O=C1/C(=C/c2ccc(O)cc2)SC(=S)N1Cc1cccnc1	101	99	97	49	101	x	100	101	-25	5	13
COC(=O)C1CSC(C(=O)OC)N1C(=O)Nc1ccccc1 (stereo not given)	104	105	101	17	100	3	102	105	-23	21	12
COc1ccc(CCn2c(C)c(C(C)=O)c(C(C)=O)c2C)cc1OC	92	96	100	29	94	-24	95	93	-23	9	20
O=C(/C=C/c1cn(-c2ccccc2)nc1-c1ccc2c(c1)OCCO2)NCCCN1CCOCC1	99	98	98	18	96	-22	99	100	5	15	12
CC1CC(C)CN(CCOCCSc2ccccc2)C1 (stereo not given)	104	97	101	18	99	-21	97	101	69*	21	14
CC(/C=N/NC(=O)Cc1cccs1)=C\c1ccccc1	99	102	105	3	97	-4	100	102	-7	16	5
CC(Sc1ccc(Cl)cc1)C(=O)NCc1cccnc1 (stereo not given)	101	100	100	5	98	3	101	101	6	50	5
C=CCSc1nc(-c2ccc3c(c2)OCO3)cc(C(F)(F)F)c1C#N	101	100	96	-5	99	-10	98	108	-5	9	17
CCOc1cc(/C=N\NC(=O)c2ccc(C)nc2)cc([N+](=O)[O-])c1O	98	100	100	19	100	x	96	100	17	36	11
NC(N)=NC1=NC(=O)C(Cc2ccccc2)S1 (stereo not given)	97	98	98	20	97	7	97	101	-25	10	10
O=C(CC12CC3CC(CC(C3)C1)C2)NCc1ccncc1	99	97	91	4	95	8	94	98	-11	10	12
CCCCNc1nc(N)nc(-c2cc(Cl)ccc2O)n1	96	98	94	35	100	-22	97	94	-58	7	5
Cc1cccc2sc(NC(=O)CCNS(=O)(=O)c3cccs3)nc12	96	97	95	26	93	x	95	93	4	20	33
CC12C(=O)N(NC(=O)c3ccncc3)C(=O)C1C1C=CC2C1 (stereo not given)	103	103	102	-16	100	-5	103	105	-3	11	11

In a second layout: entries from further up
Compound | Cdc42 wt | HRas wt GTP bind | Rab7 wt modul | Mcl1-Noxa inh | Rac1 act GTP bind | Pf gamet viab | Rab2A wt mod | Rac1 wt modul | Mcl1 Bid PPI | GSH bead fluor | Avidin bead fluor
CC1CC(C)CN(CCOCCSc2ccccc2)C1 (stereo not given) | 104 | 97 | 101 | 18 | 99 | -21 | 97 | 101 | 69* | 21 | 14
CC(/C=N/NC(=O)Cc1cccs1)=C\c1ccccc1 | 99 | 102 | 105 | 3 | 97 | -4 | 100 | 102 | -7 | 16 | 5
CC(Sc1ccc(Cl)cc1)C(=O)NCc1cccnc1 (stereo not given) | 101 | 100 | 100 | 5 | 98 | 3 | 101 | 101 | 6 | 50 | 5
C=CCSc1nc(-c2ccc3c(c2)OCO3)cc(C(F)(F)F)c1C#N | 101 | 100 | 96 | -5 | 99 | -10 | 98 | 108 | -5 | 9 | 17
CCOc1cc(/C=N\NC(=O)c2ccc(C)nc2)cc([N+](=O)[O-])c1O | 98 | 100 | 100 | 19 | 100 | x | 96 | 100 | 17 | 36 | 11
NC(N)=NC1=NC(=O)C(Cc2ccccc2)S1 (stereo not given) | 97 | 98 | 98 | 20 | 97 | 7 | 97 | 101 | -25 | 10 | 10
O=C(CC12CC3CC(CC(C3)C1)C2)NCc1ccncc1 | 99 | 97 | 91 | 4 | 95 | 8 | 94 | 98 | -11 | 10 | 12
CCCCNc1nc(N)nc(-c2cc(Cl)ccc2O)n1 | 96 | 98 | 94 | 35 | 100 | -22 | 97 | 94 | -58 | 7 | 5
Cc1cccc2sc(NC(=O)CCNS(=O)(=O)c3cccs3)nc12 | 96 | 97 | 95 | 26 | 93 | x | 95 | 93 | 4 | 20 | 33
CC12C(=O)N(NC(=O)c3ccncc3)C(=O)C1C1C=CC2C1 (stereo not given) | 103 | 103 | 102 | -16 | 100 | -5 | 103 | 105 | -3 | 11 | 11

The list continues:
SMILES	Cdc42 wt	HRas wt GTP bind	Rab7 wt modul	Mcl1-Noxa inh	Rac1 act GTP bind	Pf gamet viab	Rab2A wt mod	Rac1 wt modul	Mcl1 Bid PPI	GSH bead fluor	Avidin bead fluor
O=C(Nc1ccc(Cl)cc1)C1c2cccc[n+]2CC(=O)N1Cc1ccc2c(c1)OCO2 (stereo not given)	99	97	98	22	95	-17	98	99	-12	63	11
Cc1nc(NCC2CCCO2)c2nnn(Cc3c(F)cccc3Cl)c2n1 (stereo not given)	94	96	100	-1	92	-14	98	97	-13	12	11
CC(=O)C1=C(O)C(=O)N(CCc2c[nH]c3ccccc23)C1c1ccccc1 (stereo not given)	95	100	105	13	92	-3	99	105	-34	12	14
O=C1CC(=O)N(Cc2cccs2)C(=O)N1	99	101	102	11	98	6	97	104	24	23	25
CCc1ccc2c(c1)cc(CN(Cc1ccco1)C(C)=O)c1nnnn12	90	93	103	34	91	18	92	91	-20	17	8
COc1ccc(CNc2ncnc3cc(OC)c(OC)cc23)cc1	100	98	93	8	98	7	96	100	4	10	31
COc1cc(C(=O)NC2CC3CCCC(C2)N3C2CC2)cc(OC)c1OC (stereo not given)	102	102	95	-20	102	x	101	108	-7	49	6
Cc1cc(C)n(-c2cccc(CN3CCC(CO)(Cc4ccccc4)CC3)c2)n1	97	96	98	13	96	23	97	96	-20	11	4
CCCCC(=O)OCc1nc2ccccc2s1	96	97	94	-5	96	-15	97	98	-13	12	11
COc1ccc(Cn2ccnc2)cc1Br	106	102	102	11	102	6	104	108	18	12	38
Cc1cc(F)c(F)c(C(=O)N2CCC(C)CC2)c1Cl	99	102	106	4	95	x	100	102	-3	12	8
O=C(N[C@@H](Cc1ccccc1)C(=O)O)c1ccc(C(F)(F)F)cc1	95	97	102	6	95	-12	98	95	1	21	5
O=C(/C=C/c1ccccc1)c1ccccc1O	102	100	103	21	96	x	101	106	14	20	21
O=C1Nc2ccc(Br)cc2/C1=N/N=C/C1=C(N2CCOCC2)C(=C\c2ccccc2)/CC1	87	87	87	45	81	x	86	86	-11	5	7
CCOc1ccc(NC(=O)CSc2nc(C3CC3)nc3ccccc23)cc1	100	101	102	17	97	-17	101	102	31	24	9
CN(C)S(=O)(=O)Nc1ccc2c(c1)OCO2	101	103	101	8	99	x	102	108	-18	21	33
COc1cc2[nH]c(=S)nc(NCCc3ccc(C)cc3)c2cc1OC	45*	54*	69*	20	65*	x	49*	49*	-41	3	21
N#CC1=C(N)OC2=C(CN(Cc3ccccc3)C/C2=C\c2cccnc2)C1c1cccnc1 (stereo not given)	98	98	100	18	96	x	98	98	-4	47	4
CCOC(=O)c1cnc2ccc(Cl)cc2c1N1CCN(C)CC1	98	99	100	18	97	x	101	102	-19	33	11
Cc1ccc(NC(=S)NCCSc2ccc(Cl)cc2)c(C)c1	94	97	95	19	99	-26	99	99	-43	10	6
CCCCOc1ccc(C(C)(O)CCN2CCOCC2)cc1 (stereo not given)	99	98	95	3	94	-17	98	99	-34	10	23
Cn1c(COc2ccc(Cl)cc2)nnc1SCc1ncc(-c2ccccc2)o1	95	98	97	6	98	x	99	104	4	68	1
CCOc1ccc(/C=N/OCC(=O)NC(c2ccccc2)c2ccccc2)cc1	98	99	94	10	98	6	97	101	-2	7	15
Cc1cc(C)nc(N/N=C/c2ccccc2OCc2cccc(Br)c2)n1	100	99	101	22	100	0	102	101	9	8	11
O=C(CC(C(=O)O)c1c[nH]c2ccccc12)c1ccccc1 (stereo not given)	u	u	u	22	u	2	u	u	82*	15	11
O=C(Nc1nc(-c2ccc([N+](=O)[O-])cc2)cs1)c1c(F)cccc1F	96	96	97	-1	95	25	97	96	-26	22	11
CN(C)C(=S)SCC(=O)Nc1ccc(Cl)cc1Cl	99	100	94	16	102	-1	100	100	-10	9	15
Cc1ccc(-n2nnnc2SCC(=O)N2CC(=O)Nc3ccccc32)cc1	105	106	105	15	102	x	106	111	-30	12	9
COc1ccc(Br)cc1C(=O)Nc1ccc(N2CCN(S(C)(=O)=O)CC2)cc1	100	100	102	14	98	x	102	104	-26	30	12
CCn1c(SCC(=O)Nc2ccc(OC)cc2)nnc1-c1ccco1	101	102	99	-2	102	x	101	103	-1	10	25
CCCCCCNS(=O)(=O)c1nc2nc(C)cc(C)n2n1	105	102	100	1	102	x	101	105	0	23	8
CCn1nnnc1SCC(=O)c1ccc(C)cc1	99	101	96	9	98	x	99	104	-5	18	x
NCCc1nc(-c2ccccc2)cs1	99	96	96	-3	98	6	95	100	1	23	7
Cc1cc(=O)[nH]c(N/N=C/c2ccc(Br)s2)n1	93	95	94	12	96	7	93	88	-24	4	3
